Bioassay records: PubChem, National Center for Advancing Translational Sciences (NCATS)
GLP1R inv ag: inverse agonists of human GLP-1 receptor; HEK293 GLP-1R CRE-luciferase, luminescence, 24 h; GLP-1R form is constitutively active; Potency, µM (highest dose often 38.3 µM), without a hit: at the highest dose activity change, negative = inhibition, actives largely listed as inhibitors; 410,000 compounds, 1.6% hits; also: potency is read from the fitted curve at half-maximal effect; % is scaled to controls: 0 for no effect and ±100 for the full control effect; nearly all actives have a fitted effect of over 55% in size
Target sequence (P43220 whole entry, looked up): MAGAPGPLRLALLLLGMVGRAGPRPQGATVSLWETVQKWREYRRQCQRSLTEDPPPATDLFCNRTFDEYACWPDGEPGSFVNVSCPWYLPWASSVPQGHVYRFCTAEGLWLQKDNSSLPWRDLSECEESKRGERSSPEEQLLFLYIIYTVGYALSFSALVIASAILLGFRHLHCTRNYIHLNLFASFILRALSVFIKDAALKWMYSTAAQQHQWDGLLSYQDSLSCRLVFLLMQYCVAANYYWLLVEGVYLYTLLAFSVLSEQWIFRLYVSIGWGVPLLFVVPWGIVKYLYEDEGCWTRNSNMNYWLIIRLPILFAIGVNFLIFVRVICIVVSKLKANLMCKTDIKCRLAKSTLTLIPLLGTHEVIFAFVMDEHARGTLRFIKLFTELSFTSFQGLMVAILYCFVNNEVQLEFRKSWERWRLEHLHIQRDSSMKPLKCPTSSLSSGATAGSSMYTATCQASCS
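Seeding at 200 cells/uL, 12 h culture, 24 hr compound treatment, then luciferase reagent and a luminescence read; cells are HEK293 stably expressing a constitutively active GLP-1R plus cAMP-responsive luciferase.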
IL2 activator: activators of IL-2. IL-2 activation reporter assay, cell-based qHTS; stimulated with anti-CD3/CD4/CD28 beads; in transgenic mouse T cells. activation, % (series mostly up to about 46 µM). 360,000 compounds, 0.065% hits; in the data active = activation above about 50%; inconclusive = mostly about 30% to 49%; also: 0% is about no effect
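Readout: EGFP and DsRed signals by fluorescent plate cytometry. Unstimulated transgenic mouse T cells received compound 60 min before antibody-bead stimulation, then incubated 18 h at 37 degrees C.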
DRD3 antagonist: D3 dopamine receptor (human) antagonism. D3R cells, DiscoveRx beta-arrestin luminescence, antagonist mode; active compounds read low. max response, negative = inhibition, %. 360,000 compounds, 2.5% hits; in the data active = max response below about -50%; inconclusive = no clear call, values can overlap the other calls; also: % is scaled to controls: 0 for no effect and ±100 for the full control effect; mostly tested at two doses, the higher about 12 µM
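Cells expressing the human receptor were seeded at 1500 cells/well, incubated overnight at 37 degrees C in 5% CO2, then exposed to library compounds with dopamine controls for 90 minutes at 37 degrees C before luminescent detection.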
PLK1 PBD block: inhibitors of human PLK1 polo-box domain binding | Potency, µM, for the others: max response, negative = inhibition, usual class: inhibitors | Plk1 PBD binding of FITC phosphopeptide, fluorescence polarization | 360,000 compounds, 2.8% hits | AID 720504 | P53350; also: potency is read from the fitted curve at half-maximal effect; series mostly up to about 57 µM; % is scaled to controls: 0 for no effect and ±100 for the full control effect; nearly all actives have a fitted effect of over 65% in size
WRN helicase inh: inhibitors of human WRN helicase; 360,000 compounds, 0.46% hits; WRN helicase unwinding, fluorescent forked duplex, kinetic; Potency, µM (top dose mostly 114 µM), for inactives: at the top dose activity change, negative = inhibition, actives largely listed as inhibitors; Q14191; also: potency is read from the fitted curve at half-maximal effect; % is scaled to controls: 0 for no effect and ±100 for the full control effect; nearly all actives have a fitted effect of over 55% in size
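WRN at 20 nM final was preincubated with compound for 15 min at room temperature; reaction started with 100 nM forked duplex oligonucleotide carrying fluorophore and quencher plus 2 mM ATP (final). Unwinding followed kinetically by red fluorescence (ex 525/em 598 nm).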
GLP1R ag: GLP-1 receptor (human) agonism | 380,000 compounds, 0.007% hits | Potency, µM (series often up to 45.6 µM), for the others: at the highest dose activation, most hits filed as activators | P43220 | AID 624172 | HEK293 GLP-1R CRE-luciferase, luminescence, 4-6 h; cells express a hypersensitive GLP-1R form; also: potency is read from the fitted curve at half-maximal effect; % of control where 0% means no effect
GLP1R cytotox: cytotoxic in the GLP-1 receptor inverse agonist counter-screen; HEK293 cAMP-luciferase reporter cells, luminescence, 24 h; Potency, µM (titrated, usually from 38.3 µM), for the others: at the top dose activity change, negative = inhibition, hits mostly inhibitors; 410,000 compounds, 0.13% hits; AID 624418;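 also: loss of luciferase light is scored as toxicity; potency is read from the fitted curve at half-maximal effect; % is scaled to controls: 0 for no effect and ±100 for the full control effect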
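Step one: seed cells (200 cells/uL, DMEM with 10% Nu serum, 1% pen-strep). Step two: 12-hour incubation at 37 deg C. Step three: pin 23 nL compound, incubate 24 hr. Step four: add luciferase reagent, read luminescence 12 min later.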
DRD3 agonist: D3 dopamine receptor (human) agonism; P35462; D3R DiscoveRx beta-arrestin cells, luminescence, 90 min; max activation, %; 410,000 compounds, 0.58% hits; in the data active = max activation above about 30%; also: 0% is about no effect; mostly tested at two doses, the higher about 12 µM
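Agonist mode: compounds and dopamine controls were applied to plated cells for 90 min at 37 degrees C after an overnight attachment at 1500 cells/well. Luminescent read-out followed 30 - 60 minutes at room temperature with DiscoveRx detection reagent.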
PI5P4Ka inh: blocks human PI5P4K alpha kinase activity | P48426 | PI5P4Kalpha enzyme, ADP-Glo luminescence, 60 min; active compounds read low | max response, % | 330,000 compounds, 1.2% hits | AID 652105; active = max response of -50% or lower; inconclusive = between -30% and -50%; inactive = -30% or higher; also: value at the top dose of about 77 µM; % is scaled to controls: 0 for no effect and ±100 for the full control effect
Target sequence (P48426 whole entry, looked up): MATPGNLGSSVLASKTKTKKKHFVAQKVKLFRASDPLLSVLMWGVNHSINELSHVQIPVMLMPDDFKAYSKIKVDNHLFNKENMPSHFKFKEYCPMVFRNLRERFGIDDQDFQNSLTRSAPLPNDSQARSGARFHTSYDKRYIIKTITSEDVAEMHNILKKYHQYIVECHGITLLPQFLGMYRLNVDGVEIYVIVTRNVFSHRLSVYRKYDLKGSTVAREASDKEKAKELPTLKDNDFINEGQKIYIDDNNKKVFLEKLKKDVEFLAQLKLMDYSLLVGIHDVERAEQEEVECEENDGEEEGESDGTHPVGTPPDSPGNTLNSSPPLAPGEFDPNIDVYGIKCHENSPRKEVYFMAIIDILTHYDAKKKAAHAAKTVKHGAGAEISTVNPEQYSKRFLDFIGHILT
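ADP-Glo luminescence end-point read after a 60 min room-temperature kinase reaction of PI5P4Kalpha plus substrate, initiated with ATP at 5 microM final. Buffer: 0.038 M HEPES pH 7.4, EGTA, 0.1% CHAPS, 5% DMSO.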
* = called active by the depositor; ? = inconclusive; · = no result given; [ ] = dose if it differs, or a comment. Unless noted, calls follow the shape of the dose curve; as a rule, active = well fitted curve in the direction sought with a large enough effect; inconclusive = small, poorly fitted or top-dose-only effect, or another doubt; inactive = no such curve, though single readings can be large; an effect the other way counts as inactive or inconclusive. No enrichment for hits; any-hit rate near 7.8%.

SMILES | GLP1R inv ag | IL2 activator | DRD3 antagonist | PLK1 PBD block | WRN helicase inh | GLP1R ag | GLP1R cytotox | DRD3 agonist | PI5P4Ka inh
Cc1ccc(-n2nc3c(=O)n(C(C)C(=O)NCCc4cccs4)nc(C)c3c2C)cc1 (stereo not given) | ? | -0.9 | -5 | -6% | 0% | -1% | 0% | 1 | 7
O=C(Nc1cnc2ccccn2c1=O)c1ccc(Cl)cc1 | 0% | 0.8 | 14 | -1% | 4% | -15% | -4% | 1 | ·
Cc1cc(/C=C(\C#N)C(=O)NC2CC2)c(C)[nH]1 | 6% | 0.2 | 5 | -1% | -2% | 0% | -20% | 3 | -5
COc1ccc(N2CCN(C(=O)c3ccc(SC)cc3OC)CC2)cc1 | 76%[activator] | 1.6 | 11 | -3% | -4% | 10% | -1% | 1 | 3
CCOC(=O)N1CCN(C(=O)c2ccc3nc(N4CCCCC4)sc3c2)CC1 | -2% | -0.4 | ? | -7% | -6% | 11% | 1% | 1 | 9
CC(=O)Nc1ccc(CN2CCN(c3cccc(C(F)(F)F)c3)CC2)cc1 | 0% | -1.3 | -92* | -3% | 0% | -9% | -19% | -59 | ·
O=C(NC1CCCCCCC1)C1CCC(CNc2c(N3CCCC3)c(=O)c2=O)CC1 (stereo not given) | 1% | 1.7 | 3 | -6% | -7% | 2% | 7% | 0 | 5
O=[N+]([O-])c1ccc(O)c(/C=N/n2cnc3ccccc32)c1 | 8% | -1.8 | -15 | -6% | -5% | 0% | -15% | 0 | -15
COc1ccc(OCCNC(=O)c2cccc(Oc3ccc(C(F)(F)F)cc3[N+](=O)[O-])c2)cc1 | 4.5µM* | -0.4 | 5 | -18% | 3% | 11% | ? | -3 | -2
COc1ccc(Cl)cc1N1CC(C(=O)Nc2nccs2)CC1=O (stereo not given) | -20% | 5.3 | 18 | -10% | 0% | -13% | ? | 3 | -4
CS(=O)(=O)/C(C#N)=C/c1cccn1S(=O)(=O)c1ccc([N+](=O)[O-])cc1 | 9% | 0.8 | -14 | -20% | 2% | 0% | -1% | -20 | 8
C=CCNc1nc2ccccc2nc1NS(=O)(=O)c1ccc(Cl)cc1 | ? | 1.6 | 23 | -7% | 2% | 1% | -21% | 15 | -3
Cc1ccc(CNc2ccc(CNc3ncn[nH]3)cc2)cc1 | 0% | 4.3 | 3 | -7% | 5% | -5% | 1% | -6 | ·
Cc1ccc(N(CC(=O)NCC2CCCO2)C(=O)CNS(=O)(=O)c2ccc(Cl)cc2)cc1 (stereo not given) | -3% | 1.0 | -1 | -15% | 6% | 12% | 6% | 9 | 7
O=C(Nc1cccc(S(=O)(=O)NC2=NCCC2)c1)c1cn(-c2ccccc2)nc1-c1ccc(F)cc1 | ? | -0.7 | 26 | -9% | -10% | 1% | ? | -14 | 2
CCOc1ccc2nc(S(=O)(=O)NC(=O)C3(C)CCN3C(=O)CCc3cccs3)sc2c1 (stereo not given) | -12% | 0.1 | -2 | -2% | -7% | -5% | 3% | 5 | -4
COc1ccc(NC(=O)C2CCN(S(=O)(=O)c3ccc(Cl)c(C(F)(F)F)c3)CC2)cn1 | 5% | -2.8 | -19 | 1% | 13% | 5% | 11% | -6 | -10
Cc1nnc(-c2cnn(C)c2N)n1Cc1ccc(Cl)cc1 | 2% | -2.3 | -11 | -10% | 9% | -5% | -7% | -2 | 3
CC1CCN(C(=O)C(=O)c2cn(CC(=O)N3CCCC3)c3ccccc23)CC1 | 8% | 0.1 | 0 | -3% | 9% | 6% | 0% | 10 | 0
Cc1ccc2[nH]c(=O)c3cc(C(=O)NCC4CCCO4)sc3c2c1 (stereo not given) | 15%[7.66 µM] | -0.1 | 14 | -9% | 2% | 5% | -4%[7.66 µM] | 5 | -5
CCn1c(SCC(=O)N2CCN(c3ccccc3F)CC2)nnc1-c1ccoc1C | ? | -0.2 | 0 | ? | 0% | -12% | -10% | 0 | 2
CNc1nc(-c2c(C)[nH]c3ccc(OC)cc23)cs1 | 8% | -0.4 | -6 | -12% | 13% | 17% | ? | 4 | -5
Cc1ccc(-n2c(=O)c3ccc(C(=O)NCc4ccccc4Cl)cc3n(CC(=O)Nc3cccc(Cl)c3)c2=O)cc1 | 24% | · | · | · | · | 5% | 1% | -6 | ·
CC1CC(C)CN(S(=O)(=O)c2ccc(NC(=O)CN3C(=O)NC(C)(c4ccccc4)C3=O)cc2)C1 (stereo not given) | ? | -2.6 | -6 | 7% | -8% | -11% | 0% | 3 | -2
O=[N+]([O-])c1ccc(/C=N/Nc2nc(N3CCCCC3)nc(N3CCCCC3)n2)cc1 | -8% | 0.3 | -7 | -5% | -1% | -2% | -1% | 7 | 1
Continued.
SMILES | GLP1R inv ag | IL2 activator | DRD3 antagonist | PLK1 PBD block | WRN helicase inh | GLP1R ag | GLP1R cytotox | DRD3 agonist | PI5P4Ka inh
O=C(Oc1cccc(-n2cnnn2)c1)c1sc2ccccc2c1Cl | -2% | 1.2 | 7 | -1% | 13% | -7% | -17% | 2 | -2
COc1cccc(C(=O)N2CCN(C3CCCCC3)CC2)c1 | 6% | 0.0 | -12 | -7% | 0% | 10% | -1% | -12 | 1
O=C(Nc1cccc2ccccc12)C1CCN(C(=O)Cc2ccccc2)CC1 | ? | -0.1 | ? | -7% | 6% | -9% | -15% | -5 | -10
CCN(CC)S(=O)(=O)c1cccc(-c2nnc(-c3ccc(C)cc3)o2)c1 | 0% | -1.6 | -11 | -11% | 0% | -1% | 15% | -13 | 4
C#CCCc1cscc1/C=[N+](\[O-])c1ccc(C(=O)OCC)cc1 | 5% | 1.9 | 6 | 7.5µM* | 0% | 0% | -8% | 1 | ?
CN(C)CCCN(C(=O)c1ccc(S(=O)(=O)N2CCOCC2)cc1)c1nc2ccc(F)cc2s1 | -13% | 0.4 | 6 | 6% | 6% | 0% | -3% | -4 | -1
COc1ccc(-c2nc3n(n2)C(c2ccccc2Cl)C(C(N)=O)=C(C)N3)cc1 (stereo not given) | 20% | -3.6 | -1 | 0% | 2% | 0% | -4% | 4 | -3
CCCNC(=O)N(CCOC)CC1CCCN(C2Cc3ccccc3C2)C1 (stereo not given) | 15% | -3.1 | -13 | -15% | 13% | 9% | -1% | -12 | 0
O=C(CSc1nc2ccc(Cl)cc2[nH]1)c1c[nH]c2ccccc12 | ? | 0.7 | -2 | 0% | -6% | 14% | -8% | -6 | -5
CCOc1ccc(NC(=O)CN2CCc3ccccc3C2)cc1 | -26% | -0.4 | -12 | -1% | -6% | -2% | -3% | -7 | 3
CS/C(=N\S(=O)(=O)c1cccs1)Nc1ccc(Cl)cc1 | ? | 0.6 | -4 | -13% | -14% | 26% | -16% | -2 | -5
O=C(NCc1ccc(Cl)cc1)c1ccccc1Oc1ccccc1 | 2.8µM* | -1.2 | 0 | 5% | -3% | 3% | 23% | -2 | -1
COc1ccc(-c2c(-c3cc(OC)cc(OC)c3)n(C)c3ccc(-c4cnc(N)nc4)cc23)cc1 | -12% | -2.1 | 10 | -3% | 0% | 12% | -12% | 1 | 0
CSc1nc(C)cc(Oc2ccc(OCCOc3ccccc3)nn2)n1 | 53%[activator] | -2.5 | 26 | -2% | 1% | 14% | 3% | 2 | -4
COc1cc(C(=O)Nc2nc(-c3ccc(F)cc3)cs2)ccc1OCC(=O)N1CCOCC1 | ? | -5.4 | 62 | 27µM* | 8% | -8% | ? | 18 | -21
COc1ccccc1N1CCN(C(=O)CCc2nnc3n(C)c(=O)c4sccc4n23)CC1 | -16% | · | · | · | · | -2% | 0% | -8 | ·
Cc1cccc(Nc2nc(N)c([N+](=O)[O-])c(N3CC(C)CC(C)C3)n2)c1 (stereo not given) | ? | -4.4 | 5 | 3% | -26% | 23% | ? | 0 | 12
O=C(CSc1ncn[nH]1)Nc1ccc(Cl)c(S(=O)(=O)N2CCOCC2)c1 | 4% | -2.6 | 3 | -20% | -11% | 3% | -11% | -2 | 6

Part of the list above in a different format:
Below each compound: GLP1R inv ag | IL2 activator | DRD3 antagonist | PLK1 PBD block | WRN helicase inh | GLP1R ag | GLP1R cytotox | DRD3 agonist | PI5P4Ka inh
> O=C(Oc1cccc(-n2cnnn2)c1)c1sc2ccccc2c1Cl
  -2% | 1.2 | 7 | -1% | 13% | -7% | -17% | 2 | -2
> COc1cccc(C(=O)N2CCN(C3CCCCC3)CC2)c1
  6% | 0.0 | -12 | -7% | 0% | 10% | -1% | -12 | 1
> O=C(Nc1cccc2ccccc12)C1CCN(C(=O)Cc2ccccc2)CC1
  ? | -0.1 | ? | -7% | 6% | -9% | -15% | -5 | -10
> CCN(CC)S(=O)(=O)c1cccc(-c2nnc(-c3ccc(C)cc3)o2)c1
  0% | -1.6 | -11 | -11% | 0% | -1% | 15% | -13 | 4
> C#CCCc1cscc1/C=[N+](\[O-])c1ccc(C(=O)OCC)cc1
  5% | 1.9 | 6 | 7.5µM* | 0% | 0% | -8% | 1 | ?
> CN(C)CCCN(C(=O)c1ccc(S(=O)(=O)N2CCOCC2)cc1)c1nc2ccc(F)cc2s1
  -13% | 0.4 | 6 | 6% | 6% | 0% | -3% | -4 | -1
> COc1ccc(-c2nc3n(n2)C(c2ccccc2Cl)C(C(N)=O)=C(C)N3)cc1 (stereo not given)
  20% | -3.6 | -1 | 0% | 2% | 0% | -4% | 4 | -3
> CCCNC(=O)N(CCOC)CC1CCCN(C2Cc3ccccc3C2)C1 (stereo not given)
  15% | -3.1 | -13 | -15% | 13% | 9% | -1% | -12 | 0
> O=C(CSc1nc2ccc(Cl)cc2[nH]1)c1c[nH]c2ccccc12
  ? | 0.7 | -2 | 0% | -6% | 14% | -8% | -6 | -5
